Screening results (PubChem BioAssay)
Mm-Cpn inhibitor: inhibitors of Methanococcus maripaludis chaperonin (MmCpn). purified Mm-Cpn ATPase, ADP Transcreener TR-FRET. Potency, µM (doses to about 76.9 µM), without a hit: at the highest dose activity, negative = inhibition, usual class: inhibitors. hit rate 0.031% among 330,000. AID 504842; further: potency means the concentration at half of the fitted maximal effect; on the % scale 0 is the no-effect control and ±100 the full control effect; nearly all actives have a fitted effect of over 80% in size
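ATPase read-out: TR-FRET ADP immunoassay (anti-ADP Eu cryptate vs ADP-d2), ex 320 nm, em 590/665 nm; signal drops as ADP forms. Enzyme 25 nM, ATP 10 uM, 30 min at 37°C after 10 min compound preincubation.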
DRD3 antagonist: blocks the human D3 dopamine receptor. hit rate 2.5% among 360,000. P35462. D3R cells, DiscoveRx beta-arrestin luminescence, antagonist mode; active compounds read low. max response, negative = inhibition, %; in the data active means max response below about -50%; inconclusive means no clear call, values can overlap the other calls; further: on the % scale 0 is the no-effect control and ±100 the full control effect; mostly tested at two doses, the higher about 12 µM
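Cells expressing the human receptor were seeded at 1500 cells/well, incubated overnight at 37 degrees C in 5% CO2, then exposed to library compounds with dopamine controls for 90 minutes at 37 degrees C before luminescent detection.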
CCT chaperon mod: cytosolic chaperonin activity modulation; purified chaperonin ATPase assay, HTRF ADP detection, 30 min; activity change, % (concentration not given with the values), hits read low; hit rate 0.3% among 360,000; AID 651819; in the data active means activity change below about -30%; further: on the % scale 0 is the no-effect control and ±100 the full control effect
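ATPase activity: ADP formed was measured by HTRF Transcreener (665/615 nm ratio) after 30 min at 37 deg C with 10 uM ATP. Compounds screened at one 76 uM concentration against 40 or 20 nM TRiC in Tris pH 7.4/KCl/MgCl2/DTT buffer.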
DRD3 agonist: D3 dopamine receptor (human) agonism; hit rate 0.58% among 410,000; P35462; D3R DiscoveRx beta-arrestin cells, luminescence, 90 min; max activation, %; in the data active means max activation above about 30%; further: 0% is about no effect; mostly tested at two doses, the higher about 12 µM
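Agonist mode: compounds and dopamine controls were applied to plated cells for 90 min at 37 degrees C after an overnight attachment at 1500 cells/well. Luminescent read-out followed 30 - 60 minutes at room temperature with DiscoveRx detection reagent.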
EPAC2 ag: EPAC2 (human) agonism | Q8WZA2 | EPAC2 activation, biochemical qHTS; response scale: 100% = 6.5 mM cAMP response | Potency, µM (highest dose often 154 µM), for the others: at the highest dose activation, hits mostly activators | hit rate 0.079% among 360,000 | AID 720711; further: potency means the concentration at half of the fitted maximal effect; nearly all actives have a fitted effect of over 50% in size
Target sequence (Q8WZA2 whole entry, looked up): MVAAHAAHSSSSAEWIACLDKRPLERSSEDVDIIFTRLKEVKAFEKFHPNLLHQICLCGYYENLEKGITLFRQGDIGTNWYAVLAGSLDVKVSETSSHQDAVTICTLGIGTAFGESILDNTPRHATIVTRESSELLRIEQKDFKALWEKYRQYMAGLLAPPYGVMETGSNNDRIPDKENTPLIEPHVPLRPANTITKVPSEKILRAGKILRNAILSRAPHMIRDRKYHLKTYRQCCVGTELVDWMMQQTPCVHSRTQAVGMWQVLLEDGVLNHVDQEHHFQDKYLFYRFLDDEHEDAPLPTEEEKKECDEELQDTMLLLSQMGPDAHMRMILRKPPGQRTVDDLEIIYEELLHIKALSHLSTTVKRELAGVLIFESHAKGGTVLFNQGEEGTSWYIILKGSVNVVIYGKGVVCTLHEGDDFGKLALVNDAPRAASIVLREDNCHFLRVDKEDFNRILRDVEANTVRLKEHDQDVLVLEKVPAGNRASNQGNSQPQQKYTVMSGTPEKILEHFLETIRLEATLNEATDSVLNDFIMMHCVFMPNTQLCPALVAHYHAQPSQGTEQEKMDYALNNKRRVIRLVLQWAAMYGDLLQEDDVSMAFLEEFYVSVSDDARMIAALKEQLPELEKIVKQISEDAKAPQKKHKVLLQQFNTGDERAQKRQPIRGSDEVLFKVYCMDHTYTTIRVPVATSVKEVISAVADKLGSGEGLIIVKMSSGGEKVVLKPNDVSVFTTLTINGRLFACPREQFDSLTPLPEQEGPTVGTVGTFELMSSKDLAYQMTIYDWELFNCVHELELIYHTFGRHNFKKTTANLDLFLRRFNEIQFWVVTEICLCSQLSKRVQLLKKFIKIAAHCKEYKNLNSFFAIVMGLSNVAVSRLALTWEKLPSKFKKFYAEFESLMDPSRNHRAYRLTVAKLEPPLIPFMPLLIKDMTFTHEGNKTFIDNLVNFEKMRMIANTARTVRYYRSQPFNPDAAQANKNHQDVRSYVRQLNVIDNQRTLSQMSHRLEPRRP
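Setup: EPAC2 100 nM, labeled Rap1B complex 250 nM, free GDP 50 uM. Compound titrations pinned in, brief spin, 5 min room temperature incubation. Kinetic fluorescence read over 30 min, normalized to 6.5 mM cAMP.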
PTHR1 ag: agonists of human PTHR1 parathyroid hormone receptor. Q03431. hit rate 0.075% among 410,000. Potency, µM (doses to about 115 µM), for inactives: at the top dose activation, usual class: activators. HEK293 GP2 PTHR1 cells, GloSensor cAMP luminescence, 1 h; further: potency means the concentration at half of the fitted maximal effect; nearly all actives have a fitted effect of over 55% in size; some results filed as inactive show a strong effect at the top dose; inactives centre near -15; many of its hits are not listed in these tables
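HEK-293-derived GP2 cells expressing PTHR1 and a GloSensor cAMP reporter, 3,000/well, plated overnight, given luciferin plus IBMX (each 0.5 mM as added) for 1 h at 37 °C, then compound for 1 h at 37 °C. Luminescence was read after 15 min at room temperature.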
EPAC2 antag: EPAC2 (human) antagonism | hit rate 0.18% among 360,000 | EPAC2 GEF exchange of Rap1B-BODIPY-GDP, fluorescence | Q8WZA2 | AID 720708 | Potency, µM (series often up to 114 µM), for the others: at the top dose activity, negative = inhibition, usual class: inhibitors; further: potency means the concentration at half of the fitted maximal effect; on the % scale 0 is the no-effect control and ±100 the full control effect; nearly all actives have a fitted effect of over 45% in size; many of its hits are not listed in these tables
Akt phos inh: inhibitors of Akt phosphorylation; activity change, % for hits at 50 µM; hit rate 0.32% among 360,000; Neuro2A IGF-stimulated pAkt S473 HTRF, 20 min; active compounds read low; in the data active means activity change below about -80%; inconclusive means mostly about -51% to -80%; further: on the % scale 0 is the no-effect control and ±100 the full control effect
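Single-point screen (50 µM final compound) in Neuro2A cells stimulated 20 min with 6 nM IGF at 37 deg C. After lysis, Ser473-phosphorylated Akt read by HTRF (ex 330 nm, em 615/665 nm) as the 665/615 ratio.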
Starred values were filed as active, the others as inactive; i = inactive; ? = inconclusive; . = no result given; [ ] = remark or other dose. Unless noted, the call rests on the fitted dose curve; in most records, active means well fitted curve in the direction sought with a large enough effect; inconclusive means small, poorly fitted or top-dose-only effect, or another doubt; inactive means no such curve, though single readings can be large; an effect the other way counts as inactive or inconclusive. The list is partial; rates above refer to the full screens.

#	SMILES	DRD3 agonist	PTHR1 ag	DRD3 antagonist	Akt phos inh
1	COc1ccc(CNc2ccc(C)cc2)cc1Br	-13	i	-15	i
2	CCCC(=O)NCC(c1cccs1)S(=O)(=O)c1ccc(Cl)cc1 (stereo not drawn)	-7	i	3	i
3	CC(C)C(NC(=O)c1ccccc1)C(=O)NCC(c1ccccc1)N(C)C (stereo not drawn)	-11	-11%	10	i
4	Cc1ccc(NC(=O)N2CCCCC2)cc1[N+](=O)[O-]	-5	i	-13	i
5	COc1cc(OC)c(C(=O)NC2CCCc3ccccc32)cc1OC (stereo not drawn)	0	-16%	11	i
6	CC(C)(C)c1cc(C(=O)N/N=C/c2ccc([N+](=O)[O-])s2)n[nH]1	-24	-8%	-15	i
7	CCN(CC)CC(=O)N1CCCC(N2CCN(c3cccc(C(F)(F)F)c3)CC2)C1 (stereo not drawn)	-17	i	-18	i
8	Cc1ccc(N(CC(=O)NC2CCCC2)C(=O)CCC(=O)Nc2nccs2)c(C)c1	-14	i	-13	i
9	CCOC(=O)c1c(C)c(C(=O)Nc2ccc(N(C)C)cc2)c(C)n1CC	-10	i	20	?
10	O=C(NCCc1ccccc1)c1ncn[nH]1	35*	i	-21	i
11	Cc1ccc(CNC(=O)CSc2nc3ccsc3c(=O)n2Cc2ccc(C(=O)O)cc2)cc1	3	-8%	1	i
12	CCNC(=S)NNc1nnc(-c2ccccc2)c(-c2ccccc2)n1	-11	i	0	i

#	CCT chaperon mod	Mm-Cpn inhibitor	EPAC2 antag	EPAC2 ag
1	0.9	-1%	-1%	12%
2	0.4	4%	3%	-12%
3	1.1	2%	-9%	1%
4	-2.1	1%	-3%	4%
5	-5.6	1%	-14%	17%
6	-2.1	-2%	9%	7%
7	-0.6	2%	2%	0%
8	-2.9	-1%	-8%	13%
9	-4.2	1%	-2%	-1%
10	0.1	1%	0%	7%
11	-1.5	0%	1%	11%
12	-0.3	0%	10%	4%

Looked up above:
entry 1 in EPAC2 antag is entered as -1%
entry 7 in EPAC2 ag is entered as 0%
entry 12 in DRD3 antagonist is entered as 0
entry 4 in CCT chaperon mod is entered as -2.1
entry 9 in DRD3 agonist is entered as -10
entry 8 in EPAC2 ag is entered as 13%

Three compounds from above, showing only Akt phos inh and EPAC2 ag.
| cpd | Compound | Akt phos inh | EPAC2 ag |
| --- | --- | --- | --- |
| 11 | Cc1ccc(CNC(=O)CSc2nc3ccsc3c(=O)n2Cc2ccc(C(=O)O)cc2)cc1 | i | 11% |
| 4 | Cc1ccc(NC(=O)N2CCCCC2)cc1[N+](=O)[O-] | i | 4% |
| 8 | Cc1ccc(N(CC(=O)NC2CCCC2)C(=O)CCC(=O)Nc2nccs2)c(C)c1 | i | 13% |

More records:
#	SMILES	DRD3 agonist	PTHR1 ag	DRD3 antagonist	Akt phos inh
13	COc1ccc(CCNc2cc(C)nc3c(-c4ccccc4)cnn23)cc1OC	9	-20%	27	i
14	CC(C)(Cc1nc2ccccc2[nH]1)c1nc2ccccc2[nH]1	-3	-9%	22	i
15	CCN(CC)S(=O)(=O)c1cc(C(=O)Nc2cc(C)on2)ccc1Cl	-8	-25%	-13	i
16	O=C(CNC(=O)c1ccc2c(=O)n3c(nc2c1)CCC3)Nc1ccc(F)c(F)c1	0	-9%	24	i
17	O=C1C=C(c2ccc(OC(F)(F)F)cc2)C[C@@H](c2ccc(F)cc2)C1	14	-6%	0	i
18	Cc1cnc(C(=O)Nc2ccc(C)c(S(=O)(=O)N3CCCCCC3)c2)cn1	12	-17%	16	i
19	CC(C)OCC(O)Cn1c(N2CCCC2)nc2c1c(=O)n(C)c(=O)n2C (stereo not drawn)	7	i	16	i
20	COC(=O)c1ccccc1NC(=O)/C=C/C(=O)O	-12	4%	-15	i
21	COc1ccc(S(=O)(=O)N(CC(=O)NCC2CCCO2)c2ccc(F)cc2)cc1OC (stereo not drawn)	-2	-96%[inhibitor]	11	i
22	O=C(Nc1ccccc1)c1ccc(NCc2cccnc2)c(S(=O)(=O)N2CCOCC2)c1	-10	-12%[57.5 µM]	-13	i
23	Cc1nc(C)c(-c2ccc(SCc3ccc(Cl)cc3)nn2)s1	-1	-19%	4	i
24	CCOC(=O)c1ccc(NC(=O)CN2C(=O)CSC(C)C2=O)cc1 (stereo not drawn)	1	-3%	5	i

#	CCT chaperon mod	Mm-Cpn inhibitor	EPAC2 antag	EPAC2 ag
13	0.5	-8%	10%	16%
14	-1.2	.	9%	7%
15	-0.4	1%	13%	12%
16	0.1	2%	12%	1%
17	0.5	2%	-20%	-6%
18	0.2	-1%	15%	-4%
19	-0.1	0%	2%	-8%
20	0.6	-1%	7%	-2%
21	-1.7	1%	-8%	3%
22	-0.8	-1%	-3%	12%
23	-0.3	-10%	-26%	10%
24	1.2	0%	-5%	5%

In the list so far, two have a COOH group:
#	SMILES	DRD3 agonist	PTHR1 ag	DRD3 antagonist	Akt phos inh
11	Cc1ccc(CNC(=O)CSc2nc3ccsc3c(=O)n2Cc2ccc(C(=O)O)cc2)cc1	3	-8%	1	i
20	COC(=O)c1ccccc1NC(=O)/C=C/C(=O)O	-12	4%	-15	i

#	CCT chaperon mod	Mm-Cpn inhibitor	EPAC2 antag	EPAC2 ag
11	-1.5	0%	1%	11%
20	0.6	-1%	7%	-2%

Continued:
#	SMILES	DRD3 agonist	PTHR1 ag	DRD3 antagonist	Akt phos inh
25	O=C(NCCc1ccccc1)C(=O)NN=C1CCCC1	5	i	-22	i
26	CCOC(=O)C1(CC2CCCCO2)CCN(C(=O)Nc2ccc(SC)cc2)CC1 (stereo not drawn)	3	i	3	i
27	CCCNC(=O)c1ccc(Cn2c(=S)[nH]c3c([nH]c4ccc(OC)cc43)c2=O)cc1	-5	i	-21	i
28	Cc1ccc([N+](=O)[O-])cc1N(CC(=O)Nc1ccc(S(=O)(=O)Nc2cccc(C(F)(F)F)c2)cc1)S(C)(=O)=O	-22	-48%[inhibitor]	?	i
29	CC1Cc2ccccc2N1C(=O)CN1CCN(Cc2ccccc2)CC1 (stereo not drawn)	-11	i	-78*	i
30	COc1ccccc1CNC(=O)CCNS(=O)(=O)c1cccc2nonc12	-9	i	6	i
31	CC(C)(C)NC(=O)NC(=O)COC(=O)CNC(=O)c1cc(Cl)cc([N+](=O)[O-])c1	-2	-4%	5	i
32	CC(C)C1C(=O)N(Cc2cn(CCC3OCCCO3)nn2)CCS(=O)(=O)N1Cc1ccc(-c2ccc(F)nc2)cc1 (stereo not drawn)	-3	i	-11	i
33	COc1ccccc1C(=O)NCC(=O)Nc1ccc2c(c1)OCO2	2	i	6	i
34	O=Nc1c(O)c2ccccc2c2ccccc12	14	-36%[inhibitor]	-4	i
35	Cc1cccc(-n2ncc(C#N)c2N)c1	-3	i	6	i
36	O=C(CSc1ccccc1)Nc1cccc(S(=O)(=O)N2CCCC2)c1	4	i	1	i

#	CCT chaperon mod	Mm-Cpn inhibitor	EPAC2 antag	EPAC2 ag
25	5.1	0%	-1%	2%
26	-0.6	2%	-6%	5%
27	2.9	-6%	0%	-12%
28	-3.5	-1%	-13%	3%
29	0.4	0%	-5%	7%
30	-0.5	-1%	-3%	1%
31	-0.9	-13%	2%	4%
32	2.0	.	-2%	-15%
33	0.2	1%	1%	11%
34	1.2	.	-13%	16%
35	-2.1	1%	-2%	9%
36	-3.7	-8%	3%	-2%

Other compounds follow:
#	SMILES	DRD3 agonist	PTHR1 ag	DRD3 antagonist	Akt phos inh
37	C=C(C)C1CC=C(C)/C(=N/NC(=O)c2ccoc2C)C1 (stereo not drawn)	1	-39%[inhibitor]	0	i
38	Cc1ccc(S(=O)(=O)CCC(=O)Nc2nnc(-c3ccccc3S(C)(=O)=O)o2)cc1	0	i	-3	i
39	Cc1cccc(N2C(=O)C(O)=C(C(=O)c3cccs3)C2c2ccccc2)n1 (stereo not drawn)	-1	-6%	1	i
40	Cc1ccccc1N1CC(C(=O)Nc2ccc(S(=O)(=O)NCC3CCCO3)cc2)CC1=O (stereo not drawn)	-27	-11%	-6	i
41	O=C1CSC(c2ccccc2)N1CC12CC3CC(CC(O)(C3)C1)C2 (stereo not drawn)	-1	-7%[57.5 µM]	10	i
42	CN(CC(=O)NC1CCN(Cc2ccccc2)CC1)S(=O)(=O)c1ccc2c(c1)c(=O)n(C)c(=O)n2C	-23	i	1	i
43	Cc1nn(CCCC(=O)NCc2ccccc2)c(=O)c2nccn12	-2	-17%	7	i
44	Cc1nn(-c2ccccc2)c(=O)c2ccccc12	4	i	-3	i
45	CCNc1nc(NCC)nc(N/N=C/c2ccc(Br)cc2)n1	-12	i	4	i
46	COCCn1c(SCC(=O)NNC(=O)c2cc(Cl)ccc2OC)nnc1-c1ccncc1	-28	i	-100*	i
47	N#Cc1cccc(N2[C@@H](Cc3cc4ccccc4n3Cc3ccccc3)COC[C@H]2Cc2ccc3ccccc3c2)c1	4	-15%	-7	i
48	Cc1cc(C(=O)O)ccc1-c1ccc(/C=C2\NC(=O)N(Cc3ccc(F)cc3)C2=O)o1	8	-41%[inhibitor]	6	i

#	CCT chaperon mod	Mm-Cpn inhibitor	EPAC2 antag	EPAC2 ag
37	-0.6	0%	3%	5%
38	1.5	1%	7%	-2%
39	-2.2	-4%	-12%	-6%
40	-5.4	-5%	2%	3%
41	-0.5	2%	2%	4%
42	-2.2	-3%	0%	7%
43	0.7	1%	-1%	3%
44	-1.5	2%	7%	1%
45	-1.8	1%	-4%	-5%
46	-2.1	-1%	-5%	-2%
47	-1.4	.	2%	1%
48	-2.4	0%	-5%	4%
